# High-throughput results as filed in PubChem BioAssay.
# RORg inh: qHTS for inhibitors of ROR gamma transcriptional activity; 310,000 compounds, 5.4% hits; Drosophila S2 Gal4-RORgamma UAS-luciferase reporter, 20 h; AID 2551, 2010; Potency, µM (top dose mostly 53.6 µM), for inactives: top-dose activity change, negative = inhibition, hits mostly inhibitors; further: on the % scale 0 is the no-effect control and ±100 the full control effect; nearly all actives have a fitted effect of over 60% in size
#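 Stably transfected Drosophila Schneider cells are the test system, with ROR gamma fused to Gal4 and luciferase under UAS control; luminescence is read after 20 hr of 700 uM copper sulfate induction at ambient temperature.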
# VP16 counter: VP16 counterscreen qHTS for inhibitors of ROR gamma transcriptional activity. 310,000 compounds, 3.5% hits. Drosophila S2 Gal4-VP16 UAS-luciferase, luminescence, 20 h. Potency, µM (series often up to 53.6 µM), inactives show top-dose activity, negative = inhibition, most hits filed as inhibitors;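 further: Gal4-VP16 expression switched on by copper sulfate through the metallothionein promoter; on the % scale 0 is the no-effect control and ±100 the full control effect; nearly all actives have a fitted effect of over 50% in size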
# Menin-MLL TR inh: qHTS Assay for Inhibitors Targeting the Menin-MLL Interaction in MLL Related Leukemias: Competition With Texas Red Labeled MLL-derived Mutant Peptide; O00255; Menin + Texas Red MLL mutant peptide, fluorescence polarization; Potency, µM (titrated, usually from 61.6 µM), inactives show top-dose FP activity change, negative = inhibition, hits mostly inhibitors; 270,000 compounds, 0.23% hits; active means well fitted inhibition curve with a large enough effect in the polarisation, with a control signal flat, not every such curve was filed as active; inconclusive means small, poorly fitted or top-dose-only effect, or effect the other way, or a change in a side signal; inactive means no such curve, though single readings can be large or run the other way; the % refers to the polarisation; further: % of control where 0% means no effect; many of its hits are not listed in these tables
# Target sequence (O00255 whole entry, looked up): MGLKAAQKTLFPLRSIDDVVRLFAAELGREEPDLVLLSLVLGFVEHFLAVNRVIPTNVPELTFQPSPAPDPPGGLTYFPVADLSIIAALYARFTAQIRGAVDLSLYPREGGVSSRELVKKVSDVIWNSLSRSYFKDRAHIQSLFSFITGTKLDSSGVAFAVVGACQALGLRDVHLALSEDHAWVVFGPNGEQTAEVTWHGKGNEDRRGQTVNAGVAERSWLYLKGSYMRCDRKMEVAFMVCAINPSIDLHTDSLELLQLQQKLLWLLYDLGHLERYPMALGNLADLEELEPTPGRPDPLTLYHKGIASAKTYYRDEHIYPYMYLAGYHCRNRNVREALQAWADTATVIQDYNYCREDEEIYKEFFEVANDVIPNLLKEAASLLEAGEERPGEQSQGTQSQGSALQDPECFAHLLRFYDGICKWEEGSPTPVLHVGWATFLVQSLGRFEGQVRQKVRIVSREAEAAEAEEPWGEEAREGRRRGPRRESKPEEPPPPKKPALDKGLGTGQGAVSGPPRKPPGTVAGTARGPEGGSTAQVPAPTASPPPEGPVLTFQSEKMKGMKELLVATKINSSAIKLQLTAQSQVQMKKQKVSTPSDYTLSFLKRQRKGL
# Active calls of the source: *; ? = inconclusive; & = joins results of further samples; [ ] = dose if it differs, or a comment. Unless noted, the call rests on the fitted dose curve; in most records, active means well fitted curve in the direction sought with a large enough effect; inconclusive means small, poorly fitted or top-dose-only effect, or another doubt; inactive means no such curve, though single readings can be large; an effect the other way counts as inactive or inconclusive. Potency means the concentration at half of the fitted maximal effect. These rows are one share of the data (hit frequency here may not be typical).
SMILES,RORg inh,VP16 counter,Menin-MLL TR inh
CC1CCC2C(=O)N3C(CCC(C)[C@H]3c3ccccc3Br)C(=O)N2C1c1ccccc1Br (some centres undefined),0%[10 µM],-6%[10 µM],-4%[11.7 µM]
N[C@@H](CSCCCO)C(=O)O,-18%[10 µM],2%,6%
COc1ccc(-n2c(=O)c(-c3cccs3)nc3cnc(Nc4ccccc4)nc32)cc1,?,-4%,22%
c1cc(NC2CC2)nc(-c2ccoc2)n1,4%,-15%,-13%
O=C(c1cccc(F)c1)N1CCC[C@@]2(CCN(c3cccc(-c4ccccc4)c3)C2)C1,30%,-2%,5%
Clc1ccccc1-c1nccc(NCc2cccs2)n1,?,-11%,-10%
CC[C@H](/C=C/[C@@H](C)[C@H]1CC[C@H]2C3CC=C4C[C@@H](O)CC[C@]4(C)C3CC[C@]12C)C(C)C (some centres undefined),9%,-2%,-1%[24.8 µM]
CC1C(=O)CC2C3(C)CCC2(C(C)C(=O)O)C(=O)C13 (centres undefined),0%,-4%,3%
CN(C)c1ncc2nc(-c3cccc(C#N)c3)c(=O)n(C)c2n1,?,-3%,0%
O=C(O)C1Cc2c([nH]c3ccccc23)C(c2coc3ccccc3c2=O)N1 (centres undefined),4%,2%,20%
Cc1nc2cnc(N3CCN(C)CC3)nc2n(-c2ccccc2)c1=O,-22%,-1%,-1%
CCCCCCCCCCCCCCCCC(C(=O)O)C(O)(CC(=O)O)C(=O)O (centres undefined),-13%,-10%,-11%
CO[C@@H]1/C=C\CC(=O)N[C@@H](C)C(=O)OC[C@@H](OC)[C@H](C)CCCC(=O)OC[C@H]1C,16%[10 µM],-11%[10 µM],?
CNC[C@@H](O)[C@@H](O)[C@H](O)[C@H](O)CO,13%[10 µM],-1%,0%
CCNc1ncc2nc(-c3ccccc3)c(=O)n(Cc3cccc(OC)c3)c2n1,?,-10%,6%
CCCCCCCCCCCCC/C=C/[C@@H](O)[C@@H](N)COP(=O)(O)O,5%&7%,-7%&-4%,-2%&0%
COC(=O)C(c1ccc(OC)c(OC)c1)C1c2ccccc2C=C(C)N1C(=O)OC (centres undefined),35%,-10%,-10%
CCCC[C@@H](C=O)NC(=O)[C@H](CC(C)C)NC(=O)[C@H](CC(C)C)NC(C)=O,?,-14%,-9%
COCCn1c(=O)c(CCc2ccccc2)nc2cnc(Oc3ccc(OC)cc3)nc21,?,-3%,-2%
CN(C)c1ncc2nc(-c3cccs3)c(=O)n(Cc3cccs3)c2n1,-17%,-7%,14%
N#CCCCS(=O)(=O)c1nnnn1C1CCCCC1,16%,-8%,-3%
CS(=O)(=O)N1CCC2(CCN(c3ccccn3)CC2)CC1,-5%,-1%,8%
COc1cc(OC)c2cc(-c3ccncc3)cnc2c1,-38%,-11%,-17%[24.8 µM]
O=C(Nc1ccccc1)N1CCC2(CC1)CCN(C(=O)c1ccncc1)CC2,-4%,-7%,0%
COc1cc2oc(=O)c3c4c(cc5ccc(c1CCN(C)C)c2c53)OCO4,?,-27%,-5%

# The listing continues.
SMILES,RORg inh,VP16 counter,Menin-MLL TR inh
CN(C)c1ncc2nc(-c3ccccc3)c(=O)n(C)c2n1,23%,13%,3%
COc1ccc(CNc2ncnc3ccc(-c4ccccc4OC)cc23)c(OC)c1,-5%,-10%,-19%
CN1C[C@H](C(=O)N[C@]2(C)O[C@]3(O)[C@H]4CCCN4C(=O)[C@H](Cc4ccccc4)N3C2=O)C[C@H]2c3cccc4[nH]cc(c34)C[C@@H]21,-4%[16.9 µM],10%[17 µM],6%[24.8 µM]
COC(=O)N1CCC2(CC1)CCN(c1cccc(-c3ccccc3)c1)CC2,?,-15%,-7%
CO[C@]1(NC(=O)CSCC#N)C(=O)N2C(C(=O)O)=C(CSc3nnnn3C)CS[C@H]21,-2%[16.9 µM],-7%[17 µM],-12%[24.8 µM]
COc1ccc(-c2nc(-c3ccccc3)oc2Nc2c(C)cccc2C)cc1,-2%,-23%,12%
O=c1[nH]cnc2c1nc(Cl)n2C1OC(CO)C(O)C1O (centres undefined),6%,4%,10%
CC1=C(/C=C/C(C)=C/C=C/C(C)=C/C=C/C=C(C)/C=C/C=C(C)/C=C/C2=C(C)C(=O)CCC2(C)C)C(C)(C)CCC1=O,-17%,-5%,-13%
CS(=O)(=O)N1CCC2(CCCN(c3ccccn3)C2)CC1,-18%,12%,0%
COCCn1c(=O)cnc2cnc(Nc3ccccc3)nc21,-33%,?,22%
COc1ccc(C(=O)CCC(=O)O)c2ccccc12,18%,-18%,7%
COc1cccc(-c2nccc(-n3ccnc3)n2)c1,-38%,-24%,0%
Fc1ccc(Nc2ncnc3ccc(-c4ccoc4)cc23)cc1,?,-11%,?
FC(F)(F)c1ccccc1-c1nccc(NCCN2CCOCC2)n1,-2%,-12%,-11%
C[N+]1(C)CCC[C@H]1C(=O)[O-],16%,-2%,-9%
CC(CCC(=O)O)C1CCC2C3CC(O)[C@@H]4CC(O)CC[C@]4(C)C3CC[C@@]12C (some centres undefined),-34%,2%,-2%
CC(=O)O[C@@]1(C(C)=O)CCC2C3C=C(C)C4=CC(=O)CCC4(C)C3CCC21C (some centres undefined),-16%,2%,-10%
COc1ccc2ccccc2c1-c1c(OC)ccc2ccccc12,-10%&-11%,-1%&1%,-5%&-1%
COc1cc(N[C@@H](C)CCCN)c2ncccc2c1,-5%[2.98 µM],0%[17 µM],-12%[24.8 µM]
COc1cccc(-c2cncnc2NCCc2c[nH]c3ccc(OC)cc23)c1,-13%,?,2%
N#Cc1ccc(CN2CC[C@@]3(CCCN(C(=O)c4cccc(F)c4)C3)C2)cc1,1%,-4%,-15%
CC1(C)CC2C1CCC1(C)OC2(C)CCC1O (centres undefined),5%,7%,-9%
Cc1c(C)c2c(c(C)c1O)CC[C@@](C)(C(=O)O)O2,5%[16.9 µM],-14%[17 µM],-3%[24.8 µM]
CN(C)Cc1ccccc1-c1ccc2ncnc(N(C)Cc3ccco3)c2c1,-32%,6%,-24%
C/C(CCN1CCCCc2nc(C)c(C)cc21)=N\OC[C@@H](C)[C@H](OCc1ccccc1)C(C)C,15%[10 µM],7%[10 µM],-11%[11.7 µM]

# Single records, from the list above. Order of values: RORg inh	VP16 counter	Menin-MLL TR inh
# C[N+]1(C)CCC[C@H]1C(=O)[O-] is entered as 16%	-2%	-9%
# CC1CCC2C(=O)N3C(CCC(C)[C@H]3c3ccccc3Br)C(=O)N2C1c1ccccc1Br (some centres undefined) is entered as 0%[10 µM]	-6%[10 µM]	-4%[11.7 µM]
# N#CCCCS(=O)(=O)c1nnnn1C1CCCCC1 is entered as 16%	-8%	-3%
# Fc1ccc(Nc2ncnc3ccc(-c4ccoc4)cc23)cc1 is entered as ?	-11%	?

# An excerpt of these results, with two lines to a compound.
# Each structure is followed by: RORg inh	VP16 counter	Menin-MLL TR inh
COc1ccc(C(=O)CCC(=O)O)c2ccccc12
 : 18%	-18%	7%
COc1cccc(-c2nccc(-n3ccnc3)n2)c1
 : -38%	-24%	0%
Fc1ccc(Nc2ncnc3ccc(-c4ccoc4)cc23)cc1
 : ?	-11%	?
FC(F)(F)c1ccccc1-c1nccc(NCCN2CCOCC2)n1
 : -2%	-12%	-11%

# (next part)
SMILES,RORg inh,VP16 counter,Menin-MLL TR inh
CCCCC/C=C\C/C=C\CCCCCCCC(=O)NCCc1ccc(O)c(O)c1,5%,3%,-1%
COc1ccc2c(c1)O[C@H](c1cccc(C(F)(F)F)c1)[C@@H](O)C2=O,4%[10 µM],-5%[10 µM],4%[11.7 µM]
O=C(O)c1ccccc1Nc1cc(Cl)cc(Cl)c1,40%,-15%,?
CCCCCCCCCCCCCCCCCCOCC(O)CO (centres undefined),-10%,-11%,-6%
C=C(c1ccc(C(=O)O)cc1)c1cc2c(cc1C)C(C)(C)CCC2(C)C,?,-4%,?
COc1ccc(CNc2ncncc2-c2ccccc2OC)c(OC)c1,-10%,-1%,1%
O=C(NC1CCN(Cc2ccccc2)CC1)c1ccc(I)cc1,20%,-3%,1%[24.8 µM]
CCCC(=O)Nc1ncnc2c1ncn2C1OC2COP(=O)(O)OC2C1OC(=O)CCC (centres undefined),1%,1%,-1%
O=c1cc(-c2cccc(O)c2)oc2ccc(O)cc12,-41%,7%,-20%
C/C=C1\C2C=C(C)C[C@@]1(N)c1ccc(=O)[nH]c1C2,18%,1%,9%
COc1ccc(CN(CCN(C)C)c2ncccn2)cc1,8%,3%,4%
COc1ccccc1CN1CCCC2(CCN(S(=O)(=O)c3ccccc3)CC2)C1,-21%,-10%,-13%
N#Cc1cccc(-c2nc(Nc3ccccc3)c3ccccc3n2)c1,-10%,-2%,?
COc1cc(C)c(CC/C(C)=C/C=C/C(C)=O)c(C)c1C,13%,-13%,?
O=C(c1cc(C(F)(F)F)cc(C(F)(F)F)c1)N1CCC2(CC1)CCN(c1ccccn1)CC2,-2%,-16%,-4%
NCCC[C@@H](CC(=O)N[C@@H]1CCNC[C@H]1C(=O)N[C@H](CC(=O)N[C@@H](CCC(=O)O)CC(=O)O)Cc1ccccc1)NC(=O)C[C@H](Cc1c[nH]c2ccccc12)NC(=O)[C@@H]1CCCC[C@H]1N,-1%,2%,-11%
COc1cccc(Cn2c(=O)c(-c3ccccc3)nc3cnc(N4CCNCC4)nc32)c1,-16%,7%,20%
COC(=O)CCCC1=CC2=CC(=O)C(C)(OC(=O)c3ccco3)C(=O)C2=CO1 (centres undefined),17%,7%,-16%
CN1CCN(c2ncnc3ccc(-c4ccoc4)cc23)CC1,-22%,-7%,?
CSc1nc(NC2CCCC2)c([N+](=O)[O-])c(NC2CCCC2)n1,0%&0%,-9%&-20%,-13%
COc1ncc2ncc(=O)n(Cc3cccs3)c2n1,-14%,13%,-1%
COCC(=O)N1CCC2(CC1)CCN(c1ccc(-c3ccccc3)cc1)CC2,37%,-19%,0%
CC(=O)OC1CC2C(C)(C)C=CC(=O)[C@@]2(C)C2CC[C@@]3(C)C(c4ccoc4)OC(=O)C4OC43[C@]12C (some centres undefined),19%,-17%,-7%
COc1ccc(-c2nc(-c3ccccc3)oc2NC(C)C)cc1,-3%,-4%,-22%
O=C(c1cccc(F)c1)N1CCC2(CC1)CCN(c1ccc(-c3ccccc3)cc1)CC2,-20%,10%,4%

# The list goes on:
SMILES,RORg inh,VP16 counter,Menin-MLL TR inh
NC(=O)OC[C@@H]1[C@H](NC(=O)/C(=N/OCC(=O)O)c2csc(N)n2)C(=O)N1S(=O)(=O)O,-2%,-9%,6%
C1=C(CN2CCOCC2)COc2c1cccc2OC[C@@H]1CNCCO1,-11%,-7%,6%[24.8 µM]
COc1ccc(Oc2ncc3nc(-c4ccc(F)cc4)c(=O)n(C4CC4)c3n2)cc1,-25%,5%,-1%
CN(C)c1ncc2ncc(=O)n(C)c2n1,-23%,-14%,-2%
O=C1C=C[C@@H](O)[C@H]2[C@@H]3C(=O)N(Cc4ccc5c(c4)OCO5)C(=O)[C@@H]3CC[C@H]12,0%[10 µM],8%[10 µM],-7%[11.7 µM]
COc1ccc(CNc2ncnc3ccc(-c4c(C)noc4C)cc23)c(OC)c1,?,-2%,-14%
CC(C)C[C@@H](CC(=O)N[C@@H](CCC(=O)O)CC(=O)O)NC(=O)[C@@H]1CCCC[C@H]1NC(=O)C[C@@H](NC(=O)C[C@H](CO)NC(=O)[C@@H]1CCCC[C@H]1N)C(C)C,-14%,-6%,-4%
CC(C)NC[C@H]1CCc2cc(CO)c([N+](=O)[O-])cc2N1,1%[2.98 µM],6%[17 µM],18%[24.8 µM]
COc1ccc(-n2c(=O)c(-c3cn(C)c4ccccc34)nc3cnc(N4CCOCC4)nc32)cc1,-1%,-18%,2%
CC[C@@]1(c2ccccc2)NC(=O)NC1=O,-8%,2%,-1%
C#CCCCO/N=C1/C[C@@H](O)[C@@H](O)[C@@H]2[C@@H]3C(=O)N(c4cccc(Oc5ccccc5)c4)C(=O)[C@H]3CC[C@H]12,12%[10 µM],-3%[10 µM],-1%[11.7 µM]
COc1ccc(Oc2ncc3nc(-c4cc(F)cc(F)c4)c(=O)n(C)c3n2)cc1,9%,8%,-11%
NC[C@@H]1O[C@@H](O[C@H]2[C@H](O)[C@H](O[C@@H]3O[C@H](CO)[C@@H](O)[C@H](N)[C@@H]3O)[C@@H](N)C[C@H]2N)[C@H](N)C[C@@H]1O,0%[2.98 µM],3%[17 µM],0%[24.8 µM]

# 2 records picked at random from the list so far, as already listed:
SMILES,RORg inh,VP16 counter,Menin-MLL TR inh
CN(C)c1ncc2ncc(=O)n(C)c2n1,-23%,-14%,-2%
O=C1C=C[C@@H](O)[C@H]2[C@@H]3C(=O)N(Cc4ccc5c(c4)OCO5)C(=O)[C@@H]3CC[C@H]12,0%[10 µM],8%[10 µM],-7%[11.7 µM]
